Screens deposited in PubChem by National Center for Advancing Translational Sciences (NCATS).
EPAC1 agonist: EPAC1 (human) agonism; EPAC1 agonist qHTS, biochemical assay; response scale: 100% = response to 6.5 mM cAMP; actives 0.073% (n = 360,000); O95398; AID 720707; Potency, µM (titrated, usually from 154 µM), inactives show at the top dose activation, most hits filed as activators; further: potency means the concentration at half of the fitted maximal effect; nearly all actives have a fitted effect of over 60% in size
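Multi-concentration qHTS readout: loss of Rap1B-bound BODIPY-GDP fluorescence driven by 100 nM EPAC1 with excess GDP (50 uM), monitored kinetically at room temperature; agonist response expressed relative to 6.5 mM cAMP.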
EPAC1 antagonist: blocks human EPAC1 exchange factor | O95398 | EPAC1 GEF assay, Rap1b-BODIPY-GDP exchange fluorescence | Potency, µM (top dose mostly 115 µM), for inactives: at the highest dose activity change, negative = inhibition, most hits filed as inhibitors | actives 0.14% (n = 360,000) | AID 720709;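 further: potency means the concentration at half of the fitted maximal effect; plate controls were vehicle for no effect and positive control for full effect; nearly all actives have a fitted effect of over 50% in size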
IL-2 act: IL-2 activation | AID 652025 | actives 0.065% (n = 360,000) | activation, % (series mostly up to about 46 µM) | IL-2 activation reporter assay, cell-based qHTS; stimulated with anti-CD3/CD4/CD28 beads; in transgenic mouse T cells; in the data active means activation above about 50%; inconclusive means mostly about 30% to 49%; further: 0% is about no effect
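Screening format: compound pinned onto unstimulated transgenic mouse T cells, 60 min incubation, then anti-CD3/anti-CD4/anti-CD28 bead stimulation for 18 hours at 37 degrees C, followed by EGFP and DsRed detection.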
FUS suppressor: FUS proteinopathy suppression in yeast. S. cerevisiae FUS-expressing, growth rescue, OD600, 24 h. Potency, µM (series often up to 76.6 µM), for the others: top-dose growth rescue (activation), most hits filed as activators. actives 0.24% (n = 390,000);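 further: potency means the concentration at half of the fitted maximal effect; plate controls were DMSO vehicle for no effect and reference control for full effect; nearly all actives have a fitted effect of over 55% in size; some results filed as inactive show a strong effect at the top dose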
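Absorbance at 600 nm, taken 24hr after compound addition, measured rescue of FUS-yeast growth at 30C. Induction used 2% galactose with seeding at OD 0.005. Controls: CP55940 from 92uM final, DMSO only.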
PI5P4Ka inh: PI5P4K alpha (human) kinase inhibition. max response, %. PI5P4Kalpha enzyme, ADP-Glo luminescence, 60 min; hits give low values. P48426. actives 1.2% (n = 330,000). AID 652105; active means max response of -50% or lower; inconclusive means between -30% and -50%; inactive means -30% or higher; further: value at the top dose of about 77 µM; on the % scale 0 is the no-effect control and ±100 the full control effect
Target sequence (P48426 whole entry, looked up): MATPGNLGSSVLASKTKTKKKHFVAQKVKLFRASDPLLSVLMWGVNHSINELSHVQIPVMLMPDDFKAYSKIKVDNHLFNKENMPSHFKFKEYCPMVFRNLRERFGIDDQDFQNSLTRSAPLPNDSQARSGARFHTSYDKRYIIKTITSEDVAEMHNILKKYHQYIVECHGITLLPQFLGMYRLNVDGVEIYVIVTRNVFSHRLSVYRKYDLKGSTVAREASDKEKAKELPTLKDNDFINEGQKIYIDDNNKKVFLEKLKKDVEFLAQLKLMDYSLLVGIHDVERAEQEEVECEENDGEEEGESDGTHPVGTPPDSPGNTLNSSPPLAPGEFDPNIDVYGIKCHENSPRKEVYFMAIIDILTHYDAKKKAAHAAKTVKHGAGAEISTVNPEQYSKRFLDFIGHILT
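Quantitative HTS of the MLSMR library against PI5P4Kalpha with substrate. ATP added last at 5 microM final; room temperature, 60 minutes. Remaining ATP depleted, ADP converted and read as luminescence.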
WRN inhibitor: blocks human WRN helicase; WRN helicase unwinding, fluorescent forked duplex, kinetic; Potency, µM (highest dose often 114 µM), without a hit: at the highest dose activity change, negative = inhibition, usual class: inhibitors; actives 0.46% (n = 360,000); Q14191; further: potency means the concentration at half of the fitted maximal effect; on the % scale 0 is the no-effect control and ±100 the full control effect; nearly all actives have a fitted effect of over 55% in size
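WRN at 20 nM final was preincubated with compound for 15 min at room temperature; reaction started with 100 nM forked duplex oligonucleotide carrying fluorophore and quencher plus 2 mM ATP (final). Unwinding followed kinetically by red fluorescence (ex 525/em 598 nm).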
PLK1 PBD inh: blocks phosphopeptide binding to human PLK1 polo-box domain; Plk1 PBD binding of FITC phosphopeptide, fluorescence polarization; actives 2.8% (n = 360,000); P53350; Potency, µM, for the others: max response, negative = inhibition, usual class: inhibitors; further: potency means the concentration at half of the fitted maximal effect; series mostly up to about 57 µM; on the % scale 0 is the no-effect control and ±100 the full control effect; nearly all actives have a fitted effect of over 65% in size
Target sequence (P53350 whole entry, looked up, the tested form may be a part): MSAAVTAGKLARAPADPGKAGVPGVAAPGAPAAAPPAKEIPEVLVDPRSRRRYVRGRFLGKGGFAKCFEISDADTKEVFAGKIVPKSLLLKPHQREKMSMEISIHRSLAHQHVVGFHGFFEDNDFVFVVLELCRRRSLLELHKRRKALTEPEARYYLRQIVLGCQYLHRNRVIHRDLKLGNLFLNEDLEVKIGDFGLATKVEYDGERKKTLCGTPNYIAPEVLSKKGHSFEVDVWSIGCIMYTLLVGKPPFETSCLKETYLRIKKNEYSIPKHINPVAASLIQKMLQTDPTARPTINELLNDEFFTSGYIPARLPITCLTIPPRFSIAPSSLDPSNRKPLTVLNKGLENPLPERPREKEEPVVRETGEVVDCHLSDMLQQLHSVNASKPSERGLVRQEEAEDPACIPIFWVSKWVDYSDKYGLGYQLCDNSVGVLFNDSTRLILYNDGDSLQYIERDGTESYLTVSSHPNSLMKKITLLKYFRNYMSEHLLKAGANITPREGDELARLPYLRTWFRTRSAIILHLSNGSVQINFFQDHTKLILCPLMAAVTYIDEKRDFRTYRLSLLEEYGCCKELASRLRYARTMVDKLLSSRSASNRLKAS
Abeta yeast res: restores growth of yeast expressing A-beta42 peptide | yeast expressing A-beta42, growth rescue, OD600, 48 h; response scale: 0% DMSO, 100% iron-clioquinol control | Potency, µM (titrated, usually from 46.1 µM), for inactives: at the top dose growth rescue, actives largely listed as activators | actives 0.063% (n = 410,000); further: potency means the concentration at half of the fitted maximal effect; nearly all actives have a fitted effect of over 55% in size
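Yeast growth medium received pinned compounds, then yeast cells expressing toxic A-beta were added; plates incubated at 30 C for 48 hr. Growth read as absorbance at 600 nm, normalized to DMSO and equimolar FeCl3 plus clioquinol controls.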
* = called active by the depositor; ? = inconclusive; . = not tested or not shown; [ ] = another dose, or the depositor's remark. Unless noted, the call rests on the fitted dose curve; in most records, active means well fitted curve in the direction sought with a large enough effect; inconclusive means small, poorly fitted or top-dose-only effect, or another doubt; inactive means no such curve, though single readings can be large; an effect the other way counts as inactive or inconclusive.

SMILES | EPAC1 agonist | EPAC1 antagonist | IL-2 act | FUS suppressor | PI5P4Ka inh | WRN inhibitor | PLK1 PBD inh | Abeta yeast res
Cc1nnc(SCC(=O)N(CC(C)C)c2c(N)n(CC(C)C)c(=O)[nH]c2=O)n1-c1ccccc1 | -21% | -5% | -1.7 | ? | -10 | 1% | -4% | -9%
CC(C)CCN(C(=O)c1ccncc1)c1c(N)n(Cc2ccccc2)c(=O)[nH]c1=O | 2% | 2% | 2.8 | -10% | 1 | 5% | 4% | 0%
COC(=O)[C@@]1(Cc2ccc(F)cc2)[C@@H]2[C@@H](CC(=O)[C@H]2CC(=O)C(=O)N(C)C)CN1C(=O)c1ccccc1 | 0% | 6% | -0.1 | 23% | 9 | -1% | -4% | -11%
CCCN1CCN(C(=O)Cn2cnc3sc(C)c(S(=O)(=O)N4CCC(C)CC4)c3c2=O)CC1 | 9% | -1% | -0.6 | -3% | 2 | 4% | -3% | 1%
CC(NC(=O)c1ccco1)C(=O)N(C)Cc1ccc(C(F)(F)F)cc1 (stereo not drawn) | -6% | -5% | -1.3 | 15% | -7 | 16% | -9% | -6%
Cc1ccc(C(=O)c2ccccc2C(=O)OCC(=O)Nc2ccc(SC(F)F)cc2)cc1 | 3% | -1% | -4.9 | . | 3 | -3% | -10% | 1%
CCCc1ccc2oc(C(=O)NCCN3CCCC(O)C3)c(C)c2c1 (stereo not drawn) | -3% | -8% | 0.8 | 8% | 13 | 5% | -7% | -6%
CN(CC(=O)NCc1ccncc1)S(=O)(=O)c1ccc2ccccc2c1 | 4% | 1% | -3.0 | -23% | 0 | 8% | 2% | 0%
Cc1ccc(C(=O)CCC(=O)Nc2cccnc2)cc1C | -5% | -8% | -3.5 | -4% | 4 | 12% | -8% | 25%
CS(=O)(=O)c1[nH]nc(-c2cccc(Cl)c2)c1C#N | 0% | 8% | 0.1 | 12% | -3 | -6% | 0% | -2%
COC(=O)c1cc(C)nc(N)c1C#N | -4% | -1% | -3.1 | . | -5 | -9% | 0% | 12%
COc1ccc(NC(=S)NCc2cccs2)cc1 | -8% | -12% | 2.3 | -3% | 14 | 3%[57.1 µM] | ? | 12%
C/C(=C\c1ccccc1)C(=O)N1CCN(c2cccc(C(F)(F)F)c2)CC1 | -9% | -9% | -0.4 | . | 12 | -16% | 0% | ?
COC(=O)c1ccccc1CON1C(=O)C(C)(C)N(OCc2ccccc2C(=O)OC)C(=O)C1(C)C | 3% | 2% | -1.6 | 31% | . | -11% | 3% | 15%
COc1ccc(-c2nnc3ccc(SCC(=O)Nc4nc5ccccc5s4)nn23)cc1OC | -8% | 0% | 0.2 | . | -4 | -17% | ? | 2%

Entries shown so far with two or more sulfur atoms, in the order listed:
SMILES | EPAC1 agonist | EPAC1 antagonist | IL-2 act | FUS suppressor | PI5P4Ka inh | WRN inhibitor | PLK1 PBD inh | Abeta yeast res
CCCN1CCN(C(=O)Cn2cnc3sc(C)c(S(=O)(=O)N4CCC(C)CC4)c3c2=O)CC1 | 9% | -1% | -0.6 | -3% | 2 | 4% | -3% | 1%
COc1ccc(NC(=S)NCc2cccs2)cc1 | -8% | -12% | 2.3 | -3% | 14 | 3%[57.1 µM] | ? | 12%
COc1ccc(-c2nnc3ccc(SCC(=O)Nc4nc5ccccc5s4)nn23)cc1OC | -8% | 0% | 0.2 | . | -4 | -17% | ? | 2%

More records.
SMILES | EPAC1 agonist | EPAC1 antagonist | IL-2 act | FUS suppressor | PI5P4Ka inh | WRN inhibitor | PLK1 PBD inh | Abeta yeast res
Cc1cc(C)c(C(=O)/C=C/c2cccs2)c(=O)[nH]1 | -7% | 2% | -0.2 | -29% | -1 | 8% | -2% | 19%
Cc1cc(OCC(=O)Nc2ccncc2)c(C)cc1Br | 9% | -6% | -3.2 | 26% | . | -16% | -10% | -25%
CC1CCCN(C(=O)CCS(=O)(=O)c2ccc3c(c2)n(C)c(=O)c(=O)n3C)C1 (stereo not drawn) | 5% | -5% | -2.4 | -15% | 0 | -2% | -13% | -6%
Cc1ccc(S(=O)(=O)N(C)c2ccc(OCC(=O)Nc3nc4c(ccc5ccccc54)s3)cc2)cc1 | 10% | 6% | -0.3 | . | -14 | -2% | -8% | 0%
Cc1ccc(NC(=O)C2CCN(S(=O)(=O)c3ccc4c(c3)NC(=O)C(C)S4)CC2)c(Cl)c1 (stereo not drawn) | -16% | 22% | -0.3 | 8% | 0 | -24% | 9% | 4%
Cc1ccc(S(=O)(=O)ON2C(=O)c3cccc4cccc(c34)C2=O)cc1 | -9% | 7% | 1.6 | -23% | -2 | 11% | -11% | -22%
CC(=O)Nc1ccc(NC(=O)C2CCC(CNS(=O)(=O)c3cccc4nsnc34)CC2)cc1 (stereo not drawn) | 12% | -13% | -1.6 | -13% | -6 | -5% | 2% | 2%
COc1ccc(Nc2nc(NCC3CCCO3)c3ccccc3n2)c(OC)c1 (stereo not drawn) | 7% | -4% | -1.1 | 27% | -16 | ? | -12% | -15%
CCOC(=O)C1=CCC(c2ccc(CC)cc2)N(S(=O)(=O)c2ccc(C)cc2)C1 (stereo not drawn) | -8% | 1% | -0.9 | 19% | 0 | 0% | 0% | -4%
COc1ccc(/C=C(/NC(=O)c2ccccc2)C(=O)N/N=C/c2ccncc2)c(OC)c1 | -6% | ? | -3.4 | 22% | -2 | -1% | -2% | 1%
CCOC(=O)CNC(=O)c1cc2c(=O)[nH]c3ccc(C)cc3c2s1 | 12% | -8% | -0.8 | -24% | -3 | -13% | 2% | -1%
CCCCOC(=O)CSC(=S)N(C)Cc1cccs1 | 8% | -9% | -0.4 | . | 1 | -26% | -29% | 2%
Cc1ccccc1C(=O)N1N=C(c2cccc(NS(C)(=O)=O)c2)CC1c1cccs1 (stereo not drawn) | 1% | -15% | 2.0 | -12% | 2 | -12% | -10% | 6%
C=C(C)c1cccc(C(C)(C)NC(=O)Nc2ccc3[nH]c(=O)[nH]c3c2)c1 | 3% | 10% | 0.0 | -2% | -3 | 2% | -7% | -8%
Cn1c(SCC(=O)Nc2ccc(F)cc2)nnc1-c1cccnc1 | -3% | 8% | 1.3 | -23% | 3 | 7% | 4% | 4%

Some of these compounds in order of their number in PLK1 PBD inh, largest number first.
| structure | PLK1 PBD inh |
| --- | --- |
| CC(C)CCN(C(=O)c1ccncc1)c1c(N)n(Cc2ccccc2)c(=O)[nH]c1=O | 4% |
| Cc1ccccc1C(=O)N1N=C(c2cccc(NS(C)(=O)=O)c2)CC1c1cccs1 (stereo not drawn) | -10% |
| CCCCOC(=O)CSC(=S)N(C)Cc1cccs1 | -29% |

(more compounds)
SMILES | EPAC1 agonist | EPAC1 antagonist | IL-2 act | FUS suppressor | PI5P4Ka inh | WRN inhibitor | PLK1 PBD inh | Abeta yeast res
Brc1ccccc1OCCNCc1ccccc1 | 5% | 16% | -5.4 | -9% | 3 | 4% | -4% | -9%
CCOc1ccccc1/C=C/c1nc2ccccc2[nH]c1=O | 9% | 3% | 0.3 | 4% | -18 | -36% | 3.8µM* | 6%
COc1ccccc1CNC(=O)COC(=O)/C=C/c1ccc(OC(F)F)c(OC)c1 | 2% | 0% | -1.4 | 0% | 2 | 9% | -5% | 4%
COc1cccc(CNC(=O)c2ccc(F)c(S(=O)(=O)N3CCCCC3)c2)c1 | 1% | 4% | -0.9 | 35µM* | 5 | 1% | -6% | 7%
C/C(=N/NC(=O)c1sc(NS(=O)(=O)c2ccccc2)nc1C)c1ccccc1 | -1% | -11% | 1.7 | -3% | -19 | -7% | -9% | -11%
O=C(C(Cc1ccccc1)n1cccc1)N1CCN(C2CCCCC2)CC1 (stereo not drawn) | -6% | -21% | 0.9 | 1% | 0 | -12% | 3% | 6%
COc1ccc(NC(=O)c2ccccc2[N+](=O)[O-])cc1OC | 10% | -16% | 0.6 | . | 7 | 3% | -7% | -6%
COC(=O)[C@H](C)N(Cc1ccc(Cl)c(Cl)c1)S(=O)(=O)CCN1CCCC1 | 13% | 0% | -0.9 | 0% | 5 | -6% | -5% | 6%
COc1ccccc1C(=O)Nc1ccc(S(=O)(=O)N(C)c2ccccc2)cc1 | 8% | -19% | -4.6 | 30% | 1 | -9% | 0% | 5%
O=C1c2cccc(OCC(=O)N3CCCc4ccccc43)c2CCN1Cc1ccccc1 | -9% | -22% | -1.4 | . | -7 | -5% | 1% | 9%
NC(=O)c1ccc[n+](CC(=O)c2ccccc2)c1 | -6% | -4% | 0.4 | -4% | -5 | 1% | -4% | 1%
O=C(CSc1nc2ccccc2s1)NCCCN1CCOCC1 | 2% | 7% | -0.6 | 15% | . | -7% | -1% | 6%
Cc1cccc(C)c1NC(=O)C(c1ccncc1)n1c(=O)c(-c2ccccc2)nc2ccccc21 (stereo not drawn) | 3% | -3% | 0.3 | 21% | 2 | -2% | -12% | -10%
COc1ccc(NC(=S)Nc2ccccc2)cn1 | 10% | 4% | -1.4 | -13% | 6 | -1% | -5% | 0%
Cc1cc(NC(=O)CCC(=O)N(Cc2ccccc2)C2(C(=O)NC3CCCCC3)CCCC2)no1 | -2% | 8% | 0.4 | 23% | 6 | -3% | 3% | -2%
CCOC(=O)c1oc2ccccc2c1CN1CCN(C(=O)c2ccccc2)CC1 | -18% | ? | -0.6 | -12% | 0 | 9% | 0% | 0%
CCCCCC(C)NC(=O)c1ccoc1C (stereo not drawn) | -13% | 4% | 2.3 | 12% | . | -17% | -4% | -79%[inhibitor]
CCOC(=O)c1nnn(-c2nonc2N)c1COc1cc(C)c(Cl)c(C)c1 | 12% | -14% | -1.5 | -3% | 18 | -6% | -3% | -3%

One compound at a time (already shown). Screens in order: EPAC1 agonist | EPAC1 antagonist | IL-2 act | FUS suppressor | PI5P4Ka inh | WRN inhibitor | PLK1 PBD inh | Abeta yeast res
NC(=O)c1ccc[n+](CC(=O)c2ccccc2)c1 across the screens: -6% | -4% | 0.4 | -4% | -5 | 1% | -4% | 1%
Brc1ccccc1OCCNCc1ccccc1 across the screens: 5% | 16% | -5.4 | -9% | 3 | 4% | -4% | -9%
